HCV inh = HCV inhibition; 3.4% of 340,000 active; Potency, µM (highest dose often 41.8 µM), inactives show at the highest dose activity change, negative = inhibition, most hits filed as inhibitors; AID 651820; Huh7.5.1 HCVcc-Cre infection, luciferase reporter, 44 h; note: potency is the fitted concentration of half-maximal effect
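Infectious HCVcc-Cre (~0.5 moi) was added to cells just after compound, with cells seeded 4 h earlier at 1,000 per well. Luciferase activity after 44 h culture reported infection; substrate was incubated 15 min at room temperature before reading.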
AmpC inh detg = inhibitors of E. coli AmpC beta-lactamase with detergent; AmpC hydrolysis of nitrocefin, absorbance 480 nm, 0.01% Triton; P00811; Potency, µM (series often up to 114 µM), without a hit: at the highest dose activity change, negative = inhibition, actives largely listed as inhibitors; 0.041% of 370,000 active;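 note: potency is the fitted concentration of half-maximal effect; 0% = no-compound wells and -100% = no-enzyme wells; nearly all actives have a fitted effect of over 25% in size; some results filed as inactive show a strong effect at the top dose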
Target sequence (P00811 whole entry, looked up): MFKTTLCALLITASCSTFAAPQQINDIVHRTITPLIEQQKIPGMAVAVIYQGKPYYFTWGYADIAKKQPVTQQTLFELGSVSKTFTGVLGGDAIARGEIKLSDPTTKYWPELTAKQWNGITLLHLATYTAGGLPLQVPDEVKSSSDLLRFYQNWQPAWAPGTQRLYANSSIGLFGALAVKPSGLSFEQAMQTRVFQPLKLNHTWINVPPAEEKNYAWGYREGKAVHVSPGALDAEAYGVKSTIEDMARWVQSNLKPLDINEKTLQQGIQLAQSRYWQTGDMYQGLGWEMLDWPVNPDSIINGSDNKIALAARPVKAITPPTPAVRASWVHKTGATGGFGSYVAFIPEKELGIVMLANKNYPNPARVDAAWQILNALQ
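AmpC (5.3 nM in the dispensed reagent) in 20 mM phosphate pH 7.0 with 0.01% (detergent screen) or 0.0001% Triton X-100 was preincubated with compounds for 15 min at room temperature. Nitrocefin was then added from an 800 uM solution, and hydrolysis was followed at 480 nm.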
LmPK inhibitor = blocks Leishmania mexicana pyruvate kinase activity; purified LmPK, Kinase-Glo ATP luminescence, 1 h; Potency, µM (highest dose often 57.5 µM), without a hit: at the highest dose activity change, negative = inhibition, most hits filed as inhibitors; 0.37% of 290,000 active; AID 1721; note: potency is the fitted concentration of half-maximal effect
Target sequence (Q27686 whole entry, looked up): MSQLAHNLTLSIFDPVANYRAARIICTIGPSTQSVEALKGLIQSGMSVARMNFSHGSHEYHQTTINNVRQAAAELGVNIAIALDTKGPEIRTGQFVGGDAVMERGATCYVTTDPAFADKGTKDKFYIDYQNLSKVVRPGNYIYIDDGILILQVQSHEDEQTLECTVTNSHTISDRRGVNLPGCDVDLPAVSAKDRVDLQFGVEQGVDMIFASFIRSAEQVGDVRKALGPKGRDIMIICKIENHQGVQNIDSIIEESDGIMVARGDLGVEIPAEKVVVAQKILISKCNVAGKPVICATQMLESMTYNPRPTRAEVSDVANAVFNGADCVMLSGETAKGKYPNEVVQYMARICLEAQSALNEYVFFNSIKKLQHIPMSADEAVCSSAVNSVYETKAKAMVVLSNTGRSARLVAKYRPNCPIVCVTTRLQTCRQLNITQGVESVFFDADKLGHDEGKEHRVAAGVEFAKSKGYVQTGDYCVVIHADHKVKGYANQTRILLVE
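Purified LmPK (0.1 nM) converted ADP (0.1 mM) to ATP with PEP (0.5 mM) in imidazole buffer pH 7.2 with KCl and MgCl2, 1 h at room temperature. ATP was read by Kinase-Glo luminescence; data normalized to uninhibited and no-enzyme controls.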
HCMV inh = inhibitors of human cytomegalovirus; AID 1259415; 4.5% of 410,000 active; HFF cells, HCMV-luciferase reporter, 72 h; hits give low values; activity change, negative = inhibition, % at 57.5 µM; in the data active = activity change below about -60%; inconclusive = no clear call, values can overlap the other calls; inactive = above about -39%
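Cell-based, HFFs, 1000 cells/well, 16 h 37C; cpds in DMSO + HCMV-luc, MOI 1 PFU/cell; 72 h 37C; OneGlo luminescence after 5 min RT; norm. to buffer vs Salinomycin 10uM.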
AMA1 RON2 block = AMA1-RON2 (P. falciparum) interaction inhibition; AlphaScreen AMA1-biotinylated RON2 peptide binding; Potency, µM (series often up to 58.2 µM), inactives show at the top dose activity change, negative = inhibition, usual class: inhibitors; 0.2% of 360,000 active;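 note: potency is the fitted concentration of half-maximal effect; 0% = vehicle wells and -100% = peptide control; nearly all actives have a fitted effect of over 45% in size; some results filed as inactive show a strong effect at the top dose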
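AMA1 (3D7) with his tag at 25 nM final met compounds first, then biotinylated RON2 peptide at 25 nM; detection used donor plus acceptor beads, 10 µg/mL apiece, read by AlphaScreen after 30 min at room temperature.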
AmpC inh no detg = blocks E. coli AmpC beta-lactamase in detergent-free assay; 0.52% of 330,000 active; AmpC nitrocefin hydrolysis, absorbance 480 nm, 0.0001% Triton; Potency, µM (titrated, usually from 57.1 µM), without a hit: at the highest dose activity change, negative = inhibition, most hits filed as inhibitors; P00811; AID 485341;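 note: potency is the fitted concentration of half-maximal effect; plate controls were no compound for no effect and no enzyme for full effect; nearly all actives have a fitted effect of over 20% in size; some results filed as inactive show a strong effect at the top dose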
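AmpC (5.3 nM in the dispensed reagent) in 20 mM phosphate pH 7.0 with 0.01% (detergent screen) or 0.0001% Triton X-100 was preincubated with compounds for 15 min at room temperature. Nitrocefin was then added from an 800 uM solution, and hydrolysis was followed at 480 nm.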
Tb PYK inh = T. brucei pyruvate kinase inhibition; Q57TT1; TbPYK enzyme, Kinase-Glo Plus ATP luminescence, 45 min; Potency, µM (titrated, usually from 76.8 µM), without a hit: at the top dose activity, negative = inhibition, hits mostly inhibitors; 0.12% of 410,000 active; AID 624173; note: potency is the fitted concentration of half-maximal effect; nearly all actives have a fitted effect of over 50% in size
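Assay buffer: 50 mM TEA pH 7.2, 100 mM KCl, 10 mM MgCl2, 0.05% BSA, 0.01% Tween-20. Pyruvate kinase from T. brucei plus substrate met compound, then ADP (130 uM final). Luminescence was read post 45 min RT.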
* hit, by the source's call; u = inconclusive; x = no result given; [ ] = another dose, or the depositor's remark. Unless noted, calls come from the whole dose curve; as a rule, active = well fitted curve in the direction sought with a large enough effect; inconclusive = small, poorly fitted or top-dose-only effect, or another doubt; inactive = no such curve, though single readings can be large; an effect the other way counts as inactive or inconclusive. Unless noted, % is set by controls: 0 for no effect and ±100 for the full control effect. Outcome played no part in choosing rows; about 7.5% have a hit in one of these screens.

SMILES	HCV inh	AmpC inh detg	LmPK inhibitor	HCMV inh	AMA1 RON2 block	AmpC inh no detg	Tb PYK inh
Cc1ccc(S(=O)(=O)Cn2nnnc2C(C(C)C)N2CCN(C(=O)c3ccco3)CC2)cc1 (stereo not drawn)	3%	x	x	31	-6%	x	-14%
CCC1=Nc2cc(C(=O)NCCN3CCOCC3)ccc2Sc2ccc(Br)cc21	-18%	1%	7%	-30	-9%	201%[activator]	0%
COC(=O)CCc1c(C)[nH]c(=S)[nH]c1=O	-5%	-8%	1%	43	13%	0%	-16%
COc1ccc(OC)c(N=Nc2c(O)c3ccccc3[nH]c2=O)c1	u	x	x	9	-20%	x	-5%
Cc1ccc(C(=O)CSc2nsc(C)c2C#N)cc1	-6%	4%	2%	5	-1%	0.25µM*	-20%
Cc1ncc(S(=O)(=O)c2ccc(Cl)cc2)c(-c2ccccc2)n1	u	3%	10%	-28	-4%	3%	-2%
O=c1ccnc(NCCc2ccccc2)[nH]1	5%	-1%	-11%	102	0%	-31%	1%
CC(NC(=O)c1cc(Br)ccc1Cl)c1ccccc1 (stereo not drawn)	-13%	-7%	5%	u	1%	-25%	-5%
O=C(CCS(=O)(=O)c1nc(-c2cccs2)cc(C(F)(F)F)n1)Nc1ccc(F)c(Cl)c1	x	u	x	-99*	x	x	-2%
CSCCC(/C(O)=C(\C#N)c1nc2ccccc2[nH]1)N1C(=O)c2ccccc2C1=O (stereo not drawn)	0%	-18%	2%	14	19%	-11%	-2%
COc1ccc2nc(SCC(=O)Nc3cc(C)on3)c(C#N)cc2c1	-4%	6%	-6%	-21	5%	-9%	0%
Cc1ccc(OCc2ccc(C(=O)NCc3cccnc3)cc2)cc1C	u	1%	0%	-72*	-2%	88%[activator]	-17%
CCc1ccc(NC(=O)c2cc3nc(-c4ccc(C)cc4)cc(C(F)(F)F)n3n2)cc1	x	-1%	x	14	x	x	0%
O=C(c1cc2c(Cl)nc3ccccc3c2s1)N1CCCCC1	x	14%	x	4	x	x	2%
COc1cccc(NC(=O)CN2C(=O)COc3ccc(S(=O)(=O)N4CCC(C)CC4)cc32)c1	-21%	-5%	3%	0	-3%	-34%	7%
CCN1CCN(CCc2nc3cc(NC(=O)COc4ccccc4)ccc3n2C)CC1	-4%	-4%	-3%	-21	36%[activator]	4%	3%
Cc1cc(C)c(NC(=O)CSc2nnc(-c3ccncc3)n2Cc2ccco2)c(Cl)c1	u	u	0%	21	-2%	86%[activator]	-2%
O=C(Nc1c(C(=O)N2CCOCC2)cnn1-c1ccccc1)c1ccc(F)cc1	20%	0%	-8%	19	-8%	8%	-2%
COc1ccc(S(=O)(=O)N2CCN(c3ncccn3)CC2)cc1OC	34%[activator]	u	8%	-4	4%	19%	-8%
COc1ccc(Br)cc1CNC(=O)c1ccc2c(c1)nc1n2CCC(C)C1 (stereo not drawn)	x	15%	x	-28	x	x	0%

A different layout for 4 compounds above:
Cc1ncc(S(=O)(=O)c2ccc(Cl)cc2)c(-c2ccccc2)n1
  HCV inh: u
  AmpC inh detg: 3%
  LmPK inhibitor: 10%
  HCMV inh: -28
  AMA1 RON2 block: -4%
  AmpC inh no detg: 3%
  Tb PYK inh: -2%
O=c1ccnc(NCCc2ccccc2)[nH]1
  HCV inh: 5%
  AmpC inh detg: -1%
  LmPK inhibitor: -11%
  HCMV inh: 102
  AMA1 RON2 block: 0%
  AmpC inh no detg: -31%
  Tb PYK inh: 1%
CC(NC(=O)c1cc(Br)ccc1Cl)c1ccccc1 (stereo not drawn)
  HCV inh: -13%
  AmpC inh detg: -7%
  LmPK inhibitor: 5%
  HCMV inh: u
  AMA1 RON2 block: 1%
  AmpC inh no detg: -25%
  Tb PYK inh: -5%
O=C(CCS(=O)(=O)c1nc(-c2cccs2)cc(C(F)(F)F)n1)Nc1ccc(F)c(Cl)c1
  HCV inh: x
  AmpC inh detg: u
  LmPK inhibitor: x
  HCMV inh: -99*
  AMA1 RON2 block: x
  AmpC inh no detg: x
  Tb PYK inh: -2%

(more compounds)
SMILES	HCV inh	AmpC inh detg	LmPK inhibitor	HCMV inh	AMA1 RON2 block	AmpC inh no detg	Tb PYK inh
N#Cc1ccc(NC(=S)Nc2ccccc2)cc1	-11%	-10%	3%	u	-3%	-8%	-3%
Cc1ccccc1CS(=O)(=O)CCC(=O)NCc1ccccn1	17%	-7%	0%	-11	-4%	-9%	-9%
COc1ccccc1-c1cc(C(F)(F)F)n2ncc(S(=O)(=O)c3ccccc3)c2n1	u	-5%	4%	-25	8%	38%	2%
COc1ccc(-c2cn(-c3ccc(SC(F)F)cc3)c3[n+]2CCC3)cc1OC	-9%	6%	0%	6	-4%	-3%	3%
O=C(Nc1ccnn1C1CCN(C(=O)c2cccc(C(F)(F)F)c2)CC1)C1CC1	8%	1%	-3%	21	7%	-13%	2%
CCCCCc1ccc(S(=O)(=O)NCCc2ccncc2)cc1	10µM*	2%	6%	u	-3%	5%	-9%
Cc1ccccc1NC(=O)CSc1nc(O)cc(=O)n1C	16%	-1%	10%	u	11%	-38%	-7%
O=C(C1CCCO1)N1CCN(C(=S)Nc2cccc(F)c2)CC1 (stereo not drawn)	4%	2%	-8%	1	15%	-16%	0%
CCCCn1c(SCC(=O)NCc2ccccc2)nc2ccc(N3CCOCC3)cc2c1=O	-6%	-14%	3%	-13	15%	-6%	32%[activator]
CC(CNC(=O)C1CCN(Cc2cc3ccccc3n2Cc2ccccc2)CC1)c1ccccc1 (stereo not drawn)	x	9%	x	-28	x	x	-5%
O=C(NC1CCCC1)[C@@H]1CSC2c3ccccc3C(=O)N21 (stereo partly drawn)	4%	4%	1%	-32	6%	-16%	-1%
CCC(C)NC(=O)Nc1ccc(Br)cc1Cl (stereo not drawn)	u	5%	10%	u	-17%	-16%	5%
NS(=O)(=O)c1ccc(CCNC(=O)Cc2ccc(S(=O)(=O)N3CCCC3)s2)cc1	u	-3%	0%	-25	18%	-52%	-5%
CCN(CC)S(=O)(=O)c1ccc(/C=C/C(=O)Nc2ccccc2N2CCOCC2)cc1	u	3%	2%	-16	-9%	37%	7%
COCC1CCCN(Cc2nc(Cc3ccccc3)no2)C1 (stereo not drawn)	13%	-7%	-5%	2	6%	14%	3%
O=C(NCCO)C1CCN(C(=O)c2ccc(-c3ccccc3)cc2)CC1	4%	1%	-4%	-32	10%	19%	-3%
N#Cc1c(-c2ccc(Cl)cc2)cc(-c2cccs2)nc1SCC(=O)O	19%	-14%	-8%	-20	-2%	-55%	-5%
Cc1c(OCc2ccccc2)c(=O)ccn1Cc1ccc(Cl)cc1	u	u	7%	-17	10%	89%[activator]	-1%
Cc1ccccc1NC(=O)NCC1CCCO1 (stereo not drawn)	23%	5%	0%	-31	0%	x	-3%
C/C(Cl)=C/CSc1nn2c(=O)c3ccccc3nc2s1	8%	-5%	0%	1	0%	-38%	4%
COC(=O)COc1ccc(S(=O)(=O)Nc2ccc3c(c2)OCO3)cc1Cl	8%	-5%	4%	0	-6%	-33%	2%
O=C(OCCn1cncn1)c1cc2ccccc2oc1=O	10%	5%	-2%	-34	-13%	-15%	-8%
Cc1nc2c(C(=O)N3CCC4(CC3)OCCO4)cnn2c(C)c1Cc1cccc(Cl)c1	u	0%	-1%[11.5 µM]	-4	-7%	174%[activator]	-1%
O=C(CSc1nc(=O)n(CCCN2CCOCC2)c2c1CCCC2)Nc1ccc(F)cc1	-4%	-15%	x	-12	0%	98%[activator]	1%
COc1ccccc1N(CC(O)COc1c(C)cc(C)cc1C)S(=O)(=O)c1ccccc1 (stereo not drawn)	u	-3%	-1%	-14	1%	-33%	-6%
NC(=O)CC(NC(=O)c1ccccc1)c1ccc(NCCOc2ccccc2)c([N+](=O)[O-])c1 (stereo not drawn)	-19%	3%	0%	26	-16%	-40%	-1%
CCC1(COC(=O)Nc2cccc(Cl)c2)COC1	-14%	-7%	-1%	-1	3%	-11%	1%
Cc1cc(C(=O)Nn2cnnc2)ccc1[N+](=O)[O-]	11%	-4%	-10%	4	-7%	2%	5%
CC[C@@H](C)[C@@H]1CN([C@@H](C)CN2CCC[C@H]2CN2C(N)=NC[C@H]2C(C)C)C(=N)N1CCc1ccc(Cl)c(Cl)c1	-50%	x	x	-18	19%	30%	-3%
O=C(CCc1c[nH]c2ccccc12)OCc1cccc(C(F)(F)F)c1	2%	x	x	-3	-13%	x	6%
Cc1ccc(NC(=O)COC(=O)c2ccn(C)n2)cc1	0%	-8%	1%	-1	-8%	4%	10%
COC(=O)CSc1nnc(CNC(=O)c2cc(OC)c(OC)c(OC)c2)n1C	2%	-1%	0%	29	-5%	-4%	-2%
Cc1cc(C)c(OCC(=O)Nc2ccc(NC(=O)c3ccco3)cc2)c([N+](=O)[O-])c1	-19%	-11%	4%	-34	-1%	-36%	-5%
CCN(CC)c1nc2c(-c3cccc(Br)c3)nnn2c2ccccc12	x	4%	x	94	x	x	1%
C[C@@H](C(=O)OCC(=O)Nc1cc(S(=O)(=O)N2CCOCC2)ccc1Cl)N1C(=O)C2CCCCC2C1=O (stereo partly drawn)	10%	1%	1%	22	-9%	99%[activator]	-6%
OCc1ccc(O)c2ncccc12	11µM*	-4%	1%	-98*	u	-13%	-4%
CCN(CC)CCNC(=O)c1ccc(Sc2ccc(C)cc2)c(NC(C)=O)c1	u	-5%	-1%	9	-1%	47%	-7%

Laid out differently: two of the compounds above.
SMILES | HCV inh | AmpC inh detg | LmPK inhibitor | HCMV inh | AMA1 RON2 block | AmpC inh no detg | Tb PYK inh
C[C@@H](C(=O)OCC(=O)Nc1cc(S(=O)(=O)N2CCOCC2)ccc1Cl)N1C(=O)C2CCCCC2C1=O (stereo partly drawn) | 10% | 1% | 1% | 22 | -9% | 99%[activator] | -6%
OCc1ccc(O)c2ncccc12 | 11µM* | -4% | 1% | -98* | u | -13% | -4%

Compound profiles, as listed above. Values in the order: HCV inh, AmpC inh detg, LmPK inhibitor, HCMV inh, AMA1 RON2 block, AmpC inh no detg, Tb PYK inh
Entry for `COC(=O)CSc1nnc(CNC(=O)c2cc(OC)c(OC)c(OC)c2)n1C` → 2%, -1%, 0%, 29, -5%, -4%, -2%
Entry for `O=C(OCCn1cncn1)c1cc2ccccc2oc1=O` → 10%, 5%, -2%, -34, -13%, -15%, -8%
Entry for `Cc1cc(C(=O)Nn2cnnc2)ccc1[N+](=O)[O-]` → 11%, -4%, -10%, 4, -7%, 2%, 5%
Entry for `Cc1cc(C)c(OCC(=O)Nc2ccc(NC(=O)c3ccco3)cc2)c([N+](=O)[O-])c1` → -19%, -11%, 4%, -34, -1%, -36%, -5%
